High-throughput results (PubChem)
Growth percent in the NCI-60 one-dose screen (48 h, 10 µM unless noted): 100 = growth as untreated, 0 = no growth, -100 = all killed.
786-0 – 786-0 renal cancer cells; hit rate 5.1% among 81,000
OVCAR-4 – OVCAR-4 ovarian cancer cells; hit rate 3.7% among 80,000
SK-OV-3 – SK-OV-3 ovarian cancer cells; hit rate 3.2% among 80,000; AID 1794785
OVCAR-5 – OVCAR-5 ovarian cancer; hit rate 2.9% among 82,000; AID 1794783
IGROV1 – IGROV1 ovarian cancer; hit rate 4.7% among 79,000; AID 1794786
SN12C – SN12C renal cancer cells; hit rate 3.8% among 81,000; AID 1794767
UO-31 – UO-31 renal cancer. hit rate 5.2% among 81,000. AID 1794768
TK-10 – TK-10 renal cancer cells; hit rate 3.9% among 81,000; AID 1794769
The depositor's hits bear a star; nt = no result given; & = joins results of further samples. How the source made its calls: active means growth percent below 10; inactive means the rest.

cpd	structure	786-0	OVCAR-4	SK-OV-3	OVCAR-5
1	N#C/C(=C\c1ccc(-c2cccc(Cl)c2)o1)c1ccc(Cl)cc1	104	90	78	101
2	COc1ccc2oc(=O)cc(C3C(C#N)=C(N)Oc4c3ccc3ccccc43)c2c1 (stereo not given)	97	94	101	99
3	Cc1ccc(NC(=O)OCCN(C)C)cc1Cl	78	75	91	91
4	Cc1cc(NCc2cc(Nc3ccnc4cc(Cl)ccc34)ccc2F)nc(N2CCSCC2)n1	15	14	10	79
5	CN(C)CC(=O)c1ccc2cc(Br)c3ccccc3c2c1	47	72	70	84
6	COc1ccc(/C=N/C2=C(C#N)C(c3cccc(Cl)c3)c3c(ccc4ccccc34)O2)cc1 (stereo not given)	20	53	52	62
7	O=C(CSc1nc2ccccc2c(=O)n1-c1ccccc1)Nc1ccc(-c2nc3ccc([N+](=O)[O-])cc3[nH]2)cc1	95	89	106	86
8	c1ccc(-c2ncnc3ccccc23)cc1	103	111	105	102
9	CC(C(=O)NO)N1C(/N=C/c2ccccc2)=NNC1(C)c1ccccc1O (stereo not given)	104	93	60	119
10	Cc1cc(NC(=O)OC(C)C)ccc1-c1ccc(NC(=O)OC(C)C)cc1C	102	102	98	98

cpd	IGROV1	SN12C	UO-31	TK-10
1	56	98	58	180
2	92	93	78	115
3	92	89	55	89
4	41	35	-10*	-58*
5	39	73	36	73
6	33	40	43	82
7	58	72	77	127
8	109	104	86	102
9	74	98	81	150
10	105	76	86	163

The list goes on:
cpd	structure	786-0	OVCAR-4	SK-OV-3	OVCAR-5
11	O=C(O)c1cc(-c2c(Cl)cccc2Cl)nc2cc3ccccc3cc12	100	93	93	101
12	COc1ccc2c(c1)/C(=C\c1sc(=S)[nH]c1O)C(C(=O)O)=N2	102	101	nt	101
13	OCCSCCCCCCSCCO	94	95	104	110
14	COc1ccc(CCNC(=O)/C(=C\c2ccc3c(c2)OCO3)NC(=O)c2ccccc2)cc1OC	106	95	97	97
15	CC1=C(c2cc3ccccc3c3ccccc23)CCCC1	92	108	107	92
16	CCCC(CNC(C)=O)(C1=CCCCC1)c1ccccc1 (stereo not given)	89	nt	97	91
17	O=C1CCCc2nc3ccccc3c(/C=C/c3ccc(F)cc3)c21	88	96	101	99
18	C/C(=N\NC(=O)c1ccncc1)c1ccccc1O	23&31	22&20	38&46	51&48
19	CC1CC(=O)C2=C(C1)Nc1ccc(Br)cc1CC2c1c[nH]c2ccc(Br)cc12 (stereo not given)	51	74	77	82
20	CCOC(=O)C(CS(N)(=O)=O)NC(=O)OCc1ccccc1 (stereo not given)	nt	109	93	104

cpd	IGROV1	SN12C	UO-31	TK-10
11	81	97	59	86
12	107	100	83	108
13	108	106	71	99
14	99	104	87	102
15	94	100	80	129
16	108	93	70	108
17	88	85	64	106
18	19&32	47&46	21&31	37&35
19	33	54	51	79
20	117	100	92	93

Following part
cpd	structure	786-0	OVCAR-4	SK-OV-3	OVCAR-5
21	CCN(CCC#N)c1ccccc1	100	100	114	102
22	Cc1ccc2nc(NC(=O)CSc3nc(NN)c(C#N)c(-c4ccccc4)n3)sc2c1	104	106	100	101
23	CC(=O)CC(c1ccccc1)c1c(C)[nH]c2ccccc12 (stereo not given)	104	100	104	94
24	C/C(=C(/c1ccccc1)c1ccc(N2C(=O)c3cccc4c(N5CCOCC5)ccc(c34)C2=O)cc1)c1ccccc1	60	33	65	65
25	CCN(CC)CCOc1ccc(/C(=C(/C)c2ccccc2)c2ccc(OC(C)=O)cc2)cc1	99	100	106	98
26	O=C(c1nc2ccccc2[nH]1)C1[C@@H](c2cccc(O)c2)C2CC3CCCCC3N2[C@@]12C(=O)Nc1cc(Cl)ccc12 (stereo not given in full)	35	34	nt	69
27	COc1ccccc1Cn1cc(C#N)c(N)c1C(=O)c1ccc(Br)cc1	102	74	107	104
28	C/C(=C(/c1ccccc1)c1ccc(OCC(O)CN2CCOCC2)cc1)c1ccccc1 (stereo not given)	67	89	91	87
29	O=C1C(Cl)C(c2ccccc2Cl)N1n1cnnc1 (stereo not given)	97	97	77	91
30	Cc1nc(N2N=C(c3ccc(Cl)cc3)CC2c2cccnc2)sc1/C=C/c1ccc(Cl)cc1 (stereo not given)	100	109	102	112

cpd	IGROV1	SN12C	UO-31	TK-10
21	115	91	89	117
22	96	96	85	113
23	91	94	73	117
24	49	43	63	73
25	105	94	80	111
26	39	44	33	72
27	92	92	78	108
28	96	88	74	94
29	91	100	83	102
30	87	105	87	124

Other entries follow:
cpd	structure	786-0	OVCAR-4	SK-OV-3	OVCAR-5
31	CCc1ccc(Oc2cn[nH]c2-c2ccc(OCc3ccc(F)cc3)cc2O)cc1	107	98	95	101
32	Cc1cc(=O)n2nnc3cc(C(F)(F)F)ccc3n12	104	116	nt	121
33	Sc1cccc2cccnc12	32	36	45	60
34	CC(C)(N)COCOCC(C)(C)N	101	nt	99	100
35	N/N=c1\nc2c(cnn2-c2ccccc2)c2[nH]n3c(C(F)(F)F)nnc3[nH]n12	103	102	96	94
36	CC(C)(C)n1cc(-c2ccnc(NCCNS(=O)(=O)c3ccc(Br)cc3)c2)c(-c2ccccc2)n1	76	75	100	114
37	CCc1nn2c(-c3ccc(C(F)(F)F)cc3)c(-c3cc(OC)c(OC)c(OC)c3)nc2s1	80	60	96	105
38	Cc1[nH]n(-c2ccccc2)c(=O)c1C1CCC(=O)N1 (stereo not given)	99	117	90	103
39	CNC(=O)Nc1ccn([C@@H]2O[C@H](CO)C(O[Si](C)(C)C(C)(C)C)[C@@H]2O[Si](C)(C)C(C)(C)C)c(=O)n1 (stereo not given in full)	70	50	87	90
40	CS(=O)(=O)c1ccc(C(=O)N/N=C/c2cccc3ccccc23)cc1	91	113	78	109

cpd	IGROV1	SN12C	UO-31	TK-10
31	99	93	74	97
32	nt	106	84	94
33	37	39	26	48
34	109	104	88	nt
35	85	86	80	104
36	88	89	58	109
37	66	73	57	81
38	110	105	90	92
39	85	83	89	98
40	63	87	79	85

Other entries
cpd	structure	786-0	OVCAR-4	SK-OV-3	OVCAR-5
41	O=C1C(=O)c2ccccc2C(O)=C1C1CCC(c2ccc(Cl)cc2)CC1 (stereo not given)	91	111	121	103
42	CN1CCCc2cc(/C=C3\SC(=S)N(c4cccc(C(=O)O)c4)C3=O)ccc21	95	101	104	104
43	CC(C)OC(=O)Nc1ccccc1F	100	104	102	96
44	O=C(/C=C/c1ccccc1F)c1c(O)c2ccccc2oc1=O	102	93	139	132
45	O=C(CN1CCOCC1)Nc1ccc2ncnc(Nc3ccc(Oc4cccc(C(F)(F)F)c4)c(Cl)c3)c2c1	65	55	16	64
46	O=c1nc2[nH]c3ccc(Br)cc3c2n[nH]1	99	97	104	89
47	CC1CN(C(=O)Nc2c(C(C)C)cccc2C(C)C)CC(C)O1 (stereo not given)	100	100	102	121
48	C[C@H]1COc2c(N3CCN(C)CC3)c(F)cc3c(=O)c(C(=O)NO)cn1c23	98	99	nt	102
49	Fc1ccc(-c2nc3ccccc3n3cccc23)cc1	105	88	95	76
50	N#C/C(=C\c1ccc(C(F)(F)F)cc1)c1cc2ccccc2[nH]1	nt	92	93	108

cpd	IGROV1	SN12C	UO-31	TK-10
41	106	104	75	111
42	106	95	80	102
43	104	95	91	101
44	112	93	100	205
45	9.0*	38	22	38
46	105	97	83	nt
47	103	107	88	124
48	104	106	97	93
49	79	96	57	101
50	94	99	93	140

19 entries already listed, ordered by length of the SMILES, smallest number first.
cpd	structure	786-0	OVCAR-4	SK-OV-3	OVCAR-5
33	Sc1cccc2cccnc12	32	36	45	60
43	CC(C)OC(=O)Nc1ccccc1F	100	104	102	96
46	O=c1nc2[nH]c3ccc(Br)cc3c2n[nH]1	99	97	104	89
32	Cc1cc(=O)n2nnc3cc(C(F)(F)F)ccc3n12	104	116	nt	121
38	Cc1[nH]n(-c2ccccc2)c(=O)c1C1CCC(=O)N1 (stereo not given)	99	117	90	103
44	O=C(/C=C/c1ccccc1F)c1c(O)c2ccccc2oc1=O	102	93	139	132
47	CC1CN(C(=O)Nc2c(C(C)C)cccc2C(C)C)CC(C)O1 (stereo not given)	100	100	102	121
50	N#C/C(=C\c1ccc(C(F)(F)F)cc1)c1cc2ccccc2[nH]1	nt	92	93	108
40	CS(=O)(=O)c1ccc(C(=O)N/N=C/c2cccc3ccccc23)cc1	91	113	78	109
41	O=C1C(=O)c2ccccc2C(O)=C1C1CCC(c2ccc(Cl)cc2)CC1 (stereo not given)	91	111	121	103
31	CCc1ccc(Oc2cn[nH]c2-c2ccc(OCc3ccc(F)cc3)cc2O)cc1	107	98	95	101
42	CN1CCCc2cc(/C=C3\SC(=S)N(c4cccc(C(=O)O)c4)C3=O)ccc21	95	101	104	104

cpd	IGROV1	SN12C	UO-31	TK-10
33	37	39	26	48
43	104	95	91	101
46	105	97	83	nt
32	nt	106	84	94
38	110	105	90	92
44	112	93	100	205
47	103	107	88	124
50	94	99	93	140
40	63	87	79	85
41	106	104	75	111
31	99	93	74	97
42	106	95	80	102

cpd	structure	786-0	OVCAR-4	SK-OV-3	OVCAR-5
48	C[C@H]1COc2c(N3CCN(C)CC3)c(F)cc3c(=O)c(C(=O)NO)cn1c23	98	99	nt	102
35	N/N=c1\nc2c(cnn2-c2ccccc2)c2[nH]n3c(C(F)(F)F)nnc3[nH]n12	103	102	96	94
30	Cc1nc(N2N=C(c3ccc(Cl)cc3)CC2c2cccnc2)sc1/C=C/c1ccc(Cl)cc1 (stereo not given)	100	109	102	112
37	CCc1nn2c(-c3ccc(C(F)(F)F)cc3)c(-c3cc(OC)c(OC)c(OC)c3)nc2s1	80	60	96	105
36	CC(C)(C)n1cc(-c2ccnc(NCCNS(=O)(=O)c3ccc(Br)cc3)c2)c(-c2ccccc2)n1	76	75	100	114
45	O=C(CN1CCOCC1)Nc1ccc2ncnc(Nc3ccc(Oc4cccc(C(F)(F)F)c4)c(Cl)c3)c2c1	65	55	16	64
39	CNC(=O)Nc1ccn([C@@H]2O[C@H](CO)C(O[Si](C)(C)C(C)(C)C)[C@@H]2O[Si](C)(C)C(C)(C)C)c(=O)n1 (stereo not given in full)	70	50	87	90

cpd	IGROV1	SN12C	UO-31	TK-10
48	104	106	97	93
35	85	86	80	104
30	87	105	87	124
37	66	73	57	81
36	88	89	58	109
45	9.0*	38	22	38
39	85	83	89	98

The results go on.
cpd	structure	786-0	OVCAR-4	SK-OV-3	OVCAR-5
51	COc1ccc(C(=O)CSc2nc(Nc3cccc(S(N)(=O)=O)c3)c3ccccc3n2)cc1	105	106	101	109
52	COc1ccc(OC)c(/C=C2\C(=O)NN=C2N)c1	99	108	100	94
53	CCCCCCCCn1ccc2cc(NC(=O)CN3CCN(c4cc(C)nc(N5CCOCC5)n4)CC3)ccc21	95	89	105	99
54	Nc1cc(Cl)nc(N)n1	71	99	108	103
55	CN(C)C(=O)c1cccc(NC(=O)NCc2cccc(N3C(N)=NC(N)=NC3(C)C)c2)c1	112	100	119	96
56	CCCC1(CO)NC(=O)NC1=O (stereo not given)	99	99	101	94
57	COc1cc(-c2nn(C(C)(C)C)cc2-c2ccnc(NCCCNS(=O)(=O)c3ccc(F)cc3)n2)ccc1Cl	76	54	104	82
58	CCOC(=O)C1=C(C)C(Cl)=N/C1=C\c1[nH]c(Cl)c(C)c1C(=O)OCC	98	95	82	124
59	CC(C(OC(=O)C(c1ccccc1)c1ccccc1)c1ccccc1)N(C)C (stereo not given)	92	110	99	94
60	Cn1cc(-c2cc(N)n3nc(-c4c[nH]c5ccccc45)cc3n2)c2ccccc21	-82*	-35*	-95*	-79*

cpd	IGROV1	SN12C	UO-31	TK-10
51	106	101	89	119
52	85	100	77	nt
53	90	85	53	109
54	106	99	95	99
55	70	101	91	108
56	108	103	96	102
57	62	53	42	69
58	112	100	86	109
59	101	90	84	89
60	-80*	-85*	-83*	-93*

Later entries
cpd	structure	786-0	OVCAR-4	SK-OV-3	OVCAR-5
61	C=CCNc1nc2c(cc1C#N)c(C)nn2-c1ccccc1	107	103	74	108
62	CCOC(=O)CNC(=O)Cc1ccccc1	101	131	111	106
63	COc1cc(OC)c(S(=O)(=O)NNC(=O)c2ccncc2)cc1C(C)=O	101	101	105	105
64	COc1ccc(Br)c([N+](=O)[O-])c1	99	108	103	100
65	COc1ccc(-c2nc(-c3ccccc3OCc3ccccc3OC)nc(C)c2C(C)=O)cc1	91	95	96	94
66	Cc1ccc(C2=NN(C)C(=O)C3(CCCC3)C2)cc1	103	106	110	102
67	O=C(O)c1cc(O)ccc1N=Nc1ccccc1	85	102	126	103
68	COc1ccc(-c2cc(-c3ccc(Cl)cc3)nc(SCCCC(=O)O)n2)cc1OC	97	91	91	108
69	O=S(=O)(Nc1ccc2ccccc2c1)c1ccc(-c2cnc(C3CC3)o2)cc1	43	70	33	48
70	CC(C)(C)C(=O)CC(c1ccccc1)c1ccccc1	105	110	95	110
71	Cn1cc(-c2cc(N)n3nc(-c4cn(C)c5ccccc45)cc3n2)c2cc(F)ccc21	-89*	-38*	-78*	-53*
72	Cn1c(=O)c(C#N)c(-c2ccccc2)n2c(SCC(O)CN3CCOCC3)nnc12 (stereo not given)	82	97	122	95

cpd	IGROV1	SN12C	UO-31	TK-10
61	65	95	59	90
62	107	110	85	91
63	115	97	95	92
64	117	99	100	102
65	90	85	64	103
66	110	101	95	97
67	91	104	88	78
68	76	79	69	96
69	39	45	42	62
70	nt	95	97	94
71	-42*	-67*	-82*	-59*
72	58	133	87	105

Sorted by SMILES length (low to high): part of the list above
cpd	structure	786-0	OVCAR-4	SK-OV-3	OVCAR-5
62	CCOC(=O)CNC(=O)Cc1ccccc1	101	131	111	106
64	COc1ccc(Br)c([N+](=O)[O-])c1	99	108	103	100
61	C=CCNc1nc2c(cc1C#N)c(C)nn2-c1ccccc1	107	103	74	108

cpd	IGROV1	SN12C	UO-31	TK-10
62	107	110	85	91
64	117	99	100	102
61	65	95	59	90
